# Nrf2 ARE act – activators of Nrf2 (ARE) signaling; actives 0.31% (n = 410,000); AREc32 ARE-luciferase reporter (MCF7-derived line), luminescence, 24 h; Potency, µM (top dose mostly 46.1 µM), for inactives: at the highest dose activation, usual class: activators; also: potency is read from the fitted curve at half-maximal effect; % of control where 0% means no effect; nearly all actives have a fitted effect of over 65% in size
#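 Luciferase luminescence (Steady-Glo, 30 min at room temperature) served as the read-out of ARE activation in AREc32 cells treated with compounds for 24 hr at 37 deg C.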
# MCF10A rereplic – DNA re-replication induction in MCF 10a cells; MCF 10A DNA re-replication, Hoechst nuclear intensity, 48 h; actives 2.9% (n = 350,000); Potency, µM (highest dose often 46.1 µM), for the others: at the highest dose activity, positive = re-replication, usual class: activators; AID 624296; also: potency is read from the fitted curve at half-maximal effect; % of control where 0% means no effect; nearly all actives have a fitted effect of over 50% in size
# TGFb SMAD3 inh – inhibitors of TGF-b signaling | Potency, µM (top dose mostly 46.1 µM), without a hit: top-dose activity, negative = inhibition, hits mostly inhibitors | HepG2 CAGA-GFP TGF-b/SMAD3 reporter, GFP fluorescence, 18 h; TGF-beta stimulated, 500 pg/mL final | actives 1.2% (n = 410,000) | AID 588855; also: potency is read from the fitted curve at half-maximal effect; % is scaled to controls: 0 for no effect and ±100 for the full control effect; nearly all actives have a fitted effect of over 65% in size
#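 HEPG2 CAGA-GFP, 1000 cells/well; 2 h settle, 37 C; cpd via pin tool; TGF-b 500 pg/mL final; 18 h, 37 C; GFP imaging ex488/em500-530; %Activity normalised to -TGF-b and +DMSO controls; CRC fit, curve class.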
# ATXN viability – viability counter-screen for ATXN expression inhibitors. Potency, µM (series often up to 56.7 µM), most hits filed as cytotoxic. S2 cells (HEK-293 line with an ATXN2-luciferase reporter) viability, CellTiter-Fluor protease fluorescence, 24 h. AID 651635. actives 0.49% (n = 400,000); also: potency is read from the fitted curve at half-maximal effect; nearly all actives have a fitted effect of over 40% in size
# HepG2 tox – counter-screen for TGF-b inhibitors: cytotoxicity in HepG2 cells. AID 588856. Potency, µM (top dose mostly 46.1 µM), inactives show at the top dose activity change, negative = cytotoxicity, actives largely listed as cytotoxic. actives 0.76% (n = 410,000). HepG2 CAGA-GFP viability, ATP luminescence, 18 h; also: potency is read from the fitted curve at half-maximal effect; some results filed as inactive show a strong effect at the top dose
#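 HepG2 CAGA-GFP cells (1000/well, DMEM with 1% FBS) received compound, then TGF-beta at 500 pg/mL final, and were incubated 18 hours at 37 degrees C. Viability was read by CellTiter-Glo luminescence. Media-only wells were set as complete cell-killing and DMSO as no toxicity.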
# Nrf2 inh – inhibitors of Nrf2 signaling; actives 2.1% (n = 360,000); A549 ARE-Fluc reporter, luciferase luminescence, 18-24 h; Potency, µM (top dose mostly 46 µM), for inactives: top-dose activity change, negative = inhibition, most hits filed as inhibitors; also: potency is read from the fitted curve at half-maximal effect; % is scaled to controls: 0 for no effect and ±100 for the full control effect; nearly all actives have a fitted effect of over 60% in size
#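 Reporter: ARE-Fluc in A549. Exposure: 18-24 h, 37 °C, 5% CO2, 5% FBS OPTI-MEM. Readouts: fluorescent cytotoxicity (CellTiter-Fluor), then luminescent Nrf2 signal after BugLite.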
# IL-1B inflam inh – blocks inflammasome-driven IL-1 beta release; actives 4.7% (n = 360,000); THP-1 LPS/ATP IL-1B secretion, AlphaLISA, 16 h; stronger effect = lower value; activity change, % at 57.5 µM; AID 743279; in the data active = activity change below about -50%; inconclusive = mostly about -30% to -49%; also: % is scaled to controls: 0 for no effect and ±100 for the full control effect
#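 Secreted IL-1B measured by AlphaLISA bead assay after 16 h compound exposure of THP-1 cells; compounds (final up to 57.5 uM) added 1 h before LPS (250 ng/mL) and ATP (1.25 mM) stimulation; lower signal means less secretion.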
# A549 tox – A549 cytotoxicity, counter-screen for Nrf2 inhibitors; A549 ARE-Fluc cells, CellTiter-Fluor viability, 18-24 h; Potency, µM (titrated, usually from 46 µM), without a hit: at the top dose activity change, negative = cytotoxicity, usual class: inhibitors; actives 0.16% (n = 390,000); AID 504648; also: potency is read from the fitted curve at half-maximal effect; % is scaled to controls: 0 for no effect and ±100 for the full control effect
#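 Cytotoxicity counterscreen: CellTiter-Fluor fluorescence was measured in A549 ARE_Fluc cells after 18-24 h of compound exposure in a concentration series. The subsequent BugLite luminescent read reports ARE-luciferase activity.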
# ATXN2 expr inh – inhibitors of ATXN2 expression; HEK-293 ATXN2-luciferase reporter, luminescence, 24 h; Potency, µM (top dose mostly 57 µM), for the others: at the top dose activity change, negative = inhibition, actives largely listed as inhibitors; actives 0.72% (n = 360,000); also: potency is read from the fitted curve at half-maximal effect; % is scaled to controls: 0 for no effect and ±100 for the full control effect; nearly all actives have a fitted effect of over 55% in size
#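 ATXN2-luciferase reporter cells (luciferase flanked by upstream and downstream ATXN2 gene portions) were treated 24 h at 37 °C with compounds at up to 57 uM. SteadyGlo luminescence gave expression; GF-AFC fluorescence gave viability.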
# Starred values were filed as active, the others as inactive; i = inactive; u = inconclusive; x = not tested or not shown; & = joins results of further samples; [ ] = another dose, or the depositor's remark. Unless noted, calls follow the shape of the dose curve; as a rule, active = well fitted curve in the direction sought with a large enough effect; inconclusive = small, poorly fitted or top-dose-only effect, or another doubt; inactive = no such curve, though single readings can be large; an effect the other way counts as inactive or inconclusive.
SMILES,Nrf2 ARE act,MCF10A rereplic,TGFb SMAD3 inh,ATXN viability,HepG2 tox,Nrf2 inh,IL-1B inflam inh,A549 tox,ATXN2 expr inh
COc1cccc(Cn2c(-c3nonc3NC(C)=O)nc3ccccc32)c1,-1.0%,x,2%,x,-26%,-15%,x,-12%,x
COc1ccc(CC(=O)Nc2nc(-c3ccc(OC)c(OC)c3)cs2)cc1OC,2.6%,0%,-14%,u,-20%,15µM*,-86*,u,22µM*
CC(=O)c1ccc(NC(=O)CCC(=O)OCC(F)(F)C(F)F)cc1,-0.1%,2%,-8%,i,4%,2%,6,x,22%
Cc1sc2nc(CSC(C)C(=O)NC3(C#N)CCCCC3)[nH]c(=O)c2c1C (stereo unspecified),0.7%,u,4%,i,-7%,2%,-3,-15%,-9%
CCCOc1ccc(Oc2nc(NC)nc(N3CCOCC3)n2)nn1,6.7%,x,-9%,x,-10%,-1%,x,5%,x
Cc1ccc2nc(-c3ccncc3)[nH]c2c1,2.3%,0%,14%,i,-22%,u,-3,-3%,14%
Cc1cc(N2CCCC2=O)ccc1S(=O)(=O)NC1CCCCC1,-0.4%,-10%,-2%,i,11%,-22%,30,-3%,-19%
COc1ccc(OC)c(CNC(=O)C2CCCN(S(=O)(=O)N3CCC(C)CC3)C2)c1 (stereo unspecified),0.9%,-6%,-23%,i,-20%,0%,2,-2%,x
COc1ccc(CCNC(=O)CN(CCc2ccccc2)S(C)(=O)=O)cc1OC,5.2%,-1%,7%,i,-4%,10%,-8,1%,0%
O=c1[nH]c(-c2cccnc2)nc2sc(-c3ccccc3)cc12,0.6%,1.3µM*,-1%,u,-23%,u,16,5%,x
CC(=O)N=c1c(C#N)cc2c(=O)n3ccccc3nc2n1CCCOC(C)C,-0.3%,u,-23%,x,-33%,0%,u,u,1%
O=C(NCc1cc(C(F)(F)F)cc(C(F)(F)F)c1)C1CC(c2ccccc2F)=NO1 (stereo unspecified),-0.9%,-1%,-1%,i,-1%,4%,-19,-1%,12%
CCOc1ccc2nc(N(Cc3cccnc3)C(C)=O)sc2c1,-0.2%,x,3%,x,2%,x,x,-3%,x
COc1ccc(C(=O)OCC(=O)NC(=O)NCc2ccccc2)cc1[N+](=O)[O-],-0.3%,-1%,4%,i,2%,12%,-9,1%,11%
COc1cccc(C2c3c(-c4ccccc4O)n[nH]c3C(=O)N2CCc2ccc(OC)c(OC)c2)c1 (stereo unspecified),0.6%,x,u,x,-32%,u,x,-16%,x
C[C@]12CCC(=O)C=C1C=CC1C2CC[C@@]2(C)C1CC[C@@]21CCC(=O)O1 (stereo partly specified),12%,-2%,7%,i,-3%,-16%,-21,0%,-20%
C[C@@H]1O[C@@H](O[C@H]2[C@H](O)[C@@H](O)[C@H](Oc3c(-c4ccc(O)cc4)oc4cc(O)cc(O)c4c3=O)O[C@@H]2CO)[C@H](O)[C@H](O)[C@H]1O,-0.6%,13%,-22%,i,-46%,8%,2,-4%,-3%
CN(CC(=O)Nc1ccccc1Cl)C(=O)c1cc2c(s1)CCCCC2,0.0%,27%,17%,i,11%,-5%,-3,-1%,-10%
Cc1ccnc(NS(=O)(=O)c2ccc(NS(=O)(=O)c3cccs3)cc2)n1,-0.4%,-1%,0%,i,8%,5%,16,0%,0%
Cc1cc(CCC(=O)O)c(C)cc1CCC(=O)O,0.3%,-1%,-5%,i,8%,-2%,23,-1%,-4%
CCN(CC)c1ccc(Nc2nc(-c3cccnc3)cs2)cc1,-0.5%,3%,9%,i,-11%,0%,-13,1%,48%[activator]
COc1ccc(C2=NN(CCC(=O)NC3CCCCC3C)C(=O)CC2)cc1 (stereo unspecified),2.6%,x,-14%,i,-14%,x,-16,x,x
CCCCCOc1ccc(C(=O)OC(C)C(=O)NCc2ccco2)cc1 (stereo unspecified),2.1%,-2%,-7%,i,-25%,-1%,23,-6%,-3%
COc1ccc(-c2nc3c(Cl)cc(C(F)(F)F)cn3c2Cc2ccsc2)cc1OC,9.2%,x,x,i,x,x,0,x,-4%
CCSC(=O)CCCCCCCCCCCO,2.0%,12%,43%[activator],i,-77%,22%,-5,3%,4%
CC1(C)S[C@@H]2C(C(=O)OCc3ccccc3)NC(=O)N2C1C(=O)OCc1ccccc1 (stereo partly specified),0.1%,-9%,5%&5%,i,-2%&-29%,11%,16,-3%,1%
CCOc1cc(S(=O)(=O)n2nc(C)cc2C)ccc1Br,2.1%,12%,11%,i,-19%,-26%,0,6%,-26%
COC(=O)c1[nH]c2cccc(OC)c2c1NC(=O)CN1CC2(C)CC1CC(C)(C)C2 (stereo unspecified),0.0%,-1%,u,i,-1%,u,24,2%,6%
Cc1ccccc1Cn1nc(C)c(NC(=O)C2c3ccccc3Oc3ccccc32)c1C,-0.1%,u,7%,i,28%,8%,17,-4%,-24%
O=C(O)c1ccc(Cl)c(S(=O)(=O)Nc2ccc(S(=O)(=O)N3CCCC3)cc2)c1,-0.5%,-1%,-2%,u,4%,11%,19,-1%,x
COc1ccc(/C=C\C(=O)c2c(O)ccc3c(C)cc(=O)oc23)cc1,u,u,u,i,-68%,-27%,-18,-7%,u
CCc1ccccc1N(CC(=O)NC1CCCCC1)C(=O)CNC(=O)c1ccco1,-0.1%,-7%,-25%,i,4%,3%,14,3%,8%
CC(C)(C)NC(=O)c1ccc2c(c1)N(CC(=O)N1CCN(c3ccccc3F)CC1)C(=O)C(C)(C)O2,0.2%,10%,12%,i,-15%,4%,-7,2%,-1%
Cc1ccc(CNC(=O)c2ccc(N3CCCC3)c(NC(=O)Nc3ccc(C)cc3)c2)cc1,-0.7%,x,6%,i,-2%,x,x,-3%,11%
CCc1cc(-c2n[nH]c(=S)n2Cc2ccccc2)cs1,2.1%,3%,-6%,u,1%,4%,14,6%,-5%
O=C(CSc1nc2ccccc2[nH]1)c1ccco1,9.7%,-2%,-17%,i,2%,u,-1,4%,34%
Cc1cn2c(=O)cc(COc3ccc(NC(=O)c4ccc(C(C)(C)C)cc4)cc3)nc2s1,-0.9%,x,-8%,u,-11%,4%,x,2%,-17%
COc1ccc(NC(=O)Cn2nnc(-c3ccccc3)c2COc2ccc3ccccc3c2)cn1,0.1%,x,u,u,-33%,x,-10,x,0%
CCN(CC)CCNC(=O)c1cc2cc3ccc(OC)cc3nc2o1,2.0%,u,-3%,i,-1%,7%,-2,1%,-21%
Cc1ccc(N/C(N)=N/c2nc(C(F)(F)F)cc(C(F)(F)F)n2)cc1,1.5%,-2%,u,i,-55%,-9%,40,11%,8%
COCCC1CCCCN1C(=O)c1cccc(OC2CCN(C3CCCC3)CC2)c1 (stereo unspecified),0.0%,-14%,0%,i,-19%,11%,9,-4%,16%
CCOc1ccc(-c2nc(C(N)=O)c3c(n2)n(-c2ccc4c(c2)OCO4)c(=O)n3CC)cc1,0.0%,x,0%,i,3%,14%,x,3%,-2%
N/C(=N\c1nc2ccccc2o1)NC(=O)c1ccc(Cl)cc1,1.8%,u,6%,i,1%,-25%,8,-10%,10%
COc1ccc(Cl)cc1S(=O)(=O)N1CCC(C(=O)N2CCOCC2)CC1,-0.3%,-4%,-3%,i,-27%,-22%,i,11%,2%
Cc1ccc(SCCC(=O)N/N=C/c2cccnc2)cc1,-1.2%,0%,-21%,i,-23%,u,58,9%,-26%
O=C(CN1CCCCC1)NC(=O)NC1CCCC1,0.0%,4%,10%,i,-1%,u,19,-3%,9%
CC(=O)Nc1ccc(C(=O)CSc2nnc(Cc3ccccc3)o2)cc1,-0.1%,u,-17%,i,-7%,-1%,20,19%,2%
CCN(c1ccc(OC)cc1)S(=O)(=O)c1nnc(NC(=O)c2ccco2)s1,-0.8%,10%,-10%,i,0%,20%,u,3%,-3%
Cc1cccc(NC(=O)Cn2cnc3ccccc3c2=O)c1C,-0.6%,-4%,-18%,i,-5%,-9%,-3,-12%,-4%
CCOc1nc(-c2ccc(OC)cc2)ccc1-c1noc(-c2cc(OC)c(OC)c(OC)c2)n1,2.9%,u,-12%,i,-4%,-12%,0,3%,-7%
CN(Cc1ccco1)S(=O)(=O)c1csc(C(N)=O)c1,-0.2%,7%,-1%,i,-6%,4%,20,-9%,x
OCCn1c(CSc2nnc(-c3ccco3)n2-c2ccccc2)nc2ccc(Cl)cc21,-0.4%,3%,3%,i,-15%,-22%,u,-4%,-6%
COc1ccc(Nc2nc(Cl)nc(NCCO)n2)cc1,2.4%,-2%,-14%,i,-19%,3%,0,2%,11%
Cc1ccc(-c2c[nH]c(=S)n2-c2ccccc2F)cc1,0.8%,-2%,1%,u,4%,2%,-2,3%,-9%
O=c1nc2c(-c3ccc(F)cc3Cl)n[nH]n2c2ccccc12,u,x,0%,i,-14%,x,x,-1%,2%
Cc1ccc(S(=O)(=O)Nc2ccccc2CNC2CCCCC2)cc1,-0.2%,-3%,2%,i,-13%,-1%,8,0%,-3%
CCn1nc(C)c(CN2CCC(n3nccc3NC(=O)c3ccc4c(c3)OCO4)CC2)c1C,-0.8%,3%,-5%,i,-9%,-1%,10,-2%,5%
Cc1cc(S(=O)(=O)NCCN(C)C)c(C)s1,0.2%,1%,19%,x,-1%,6%,40,-5%,x
COc1ccccc1NC(=O)CN1C(=O)c2cccc3cccc1c23,12%,x,-23%,i,-13%,-15%,x,0%,-24%

# Profiles, quoted from the list. Order of values: Nrf2 ARE act, MCF10A rereplic, TGFb SMAD3 inh, ATXN viability, HepG2 tox, Nrf2 inh, IL-1B inflam inh, A549 tox, ATXN2 expr inh
# Cc1ccc(-c2c[nH]c(=S)n2-c2ccccc2F)cc1 reads 0.8%, -2%, 1%, u, 4%, 2%, -2, 3%, -9%
# COc1ccc(Nc2nc(Cl)nc(NCCO)n2)cc1 reads 2.4%, -2%, -14%, i, -19%, 3%, 0, 2%, 11%
